Screening results from PubChem.
GSIS activator: GLuc luminescence reporter in INS-1E cells, primary screen for activators of glucose-dependent secretion of insulin | activation, % at 16.6 µM | INS-1E GLuc reporter insulin secretion, 2-3 h | 0.61% of 370,000 active;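 active = lowest replicate activation of at least 40%, so every replicate reaches that level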;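 also: 0% = median of neutral control wells and 100% = median of IBMX positive control wells; some compounds called inactive have numbers as strong as hits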
PglD DTNB: inhibitors of Campylobacter jejuni PglD acetyltransferase. 0.098% of 360,000 active. inhibition, % at 12.5 µM. purified PglD enzyme, DTNB colorimetric CoA detection. AID 602405; in the data active = inhibition above about 16%, passing the limit was not always enough; also: strong numbers were not always called active
C2C12 statin: suppression of simvastatin myotoxicity; C2C12 myotubes + simvastatin, ATP luminescence, 48 h; scaled: DMSO 0, geranylgeraniol control 100; rescue of ATP level, % at 7.49 µM; 0.78% of 330,000 active; AID 602340;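 active = mean ATP rescue above about 67%, or every replicate alone reaching that limit, limit read from the data, passing the limit was not always enough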;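 also: myotubes were challenged with 10 µM simvastatin during compound exposure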
PGC1a acetyl inh: modulators of PGC1a acetylation. 0.17% of 350,000 active. inhibition, % at 15.6 µM. U2OS PGC1a acetylation, AlphaScreen anti-acetyl-lysine; with virally co-expressed GCN5 acetyltransferase;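 active = every replicate shows inhibition of at least 40%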;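 also: 0% = neutral control wells and 100% = positive control wells; some results beyond the cut were filed as inactive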
miR-122 sensor: blocks miR-122 activity in Huh7 sensor cells | Huh7 miR-122 Renilla luciferase sensor, 48 h; neutral wells = 0, positive control = 100 | activation (reporter increase), % at 12.5 µM | 0.3% of 340,000 active | AID 602342;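 active = mean replicate activation score at least 90 and every replicate individually at or above 90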;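 also: higher luciferase means less miR-122 activity so hits act as miR-122 inhibitors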
Cneo AK release: Cryptococcus neoformans lysis via adenylate kinase release | C. neoformans lysis, adenylate kinase release luminescence, 4 h; normalised: neutral wells 0, clomiphene wells 100 | lysis activity, % at 15 µM | 0.2% of 360,000 active;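 active = mean lysis activity across replicates of at least 80%, whatever share of replicates individually reach that level; inactive = mean lysis activity below 80%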
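Assay system: C. neoformans cells. Amount: yeast cell density of 5 × 10^6 cells/mL. Technique: AK luminescence. Buffer or medium: YPD. Times: static 4 h at 37 °C with compound, 1 h detection. Dosing: single-point compound dose. Read-out: lysis from increased AK signal.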
CFTR F508del cor: correctors of CFTR F508del function in bronchial epithelial cells. CFBE cells, YFP halide quenching; stimulated with forskolin plus potentiator P3; % fluorescence drop versus neutral controls. activity (quench increase), % at 7.58 µM. 0.36% of 350,000 active. AID 720511;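 active = mean added fluorescence quench of at least 8% versus neutral control, with both replicates also reaching 8%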;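 also: cells transiently co-express mutant CFTR-F508del with the halide-sensitive YFP; corrector assay measuring rescue of mutant channel to the surface after 24 h compound exposure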
FN deposition inh: fibronectin deposition inhibition | AH1F fibroblasts, Alexa488-fibronectin deposition fluorescence, overnight | inhibition, % at 12.6 µM | 0.086% of 350,000 active | AID 743247;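 active = mean inhibition across replicates of 30% or more, regardless of how many single replicates reach that level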;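 also: positive control wells lacked labelled fibronectin entirely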
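Material – AH1F fibroblast monolayer, labelled fibronectin deposition · Reagent – labelled fibronectin 24 nM · Timing – 1 h adhesion, overnight exposure · Measured by – fluorescence at 485 nm excitation, 525 nm emission · Read-out – inhibition of fibronectin deposition signal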
Numbers without * were called inactive; . = no result given; [ ] = dose if it differs, or a comment.

A first look (five entries):
Letters – A = GSIS activator; B = PglD DTNB; C = C2C12 statin; D = PGC1a acetyl inh; E = miR-122 sensor; F = Cneo AK release; G = CFTR F508del cor; H = FN deposition inh
C[C@@H]1CN([C@@H](C)CO)C(=O)CCCn2cc(nn2)CO[C@@H]1CN(C)Cc1ccccc1C(=O)O
  A: 4.9	B: 3.6	C: -2.2	D: -4.7	E: 0.0[16.7 µM]	F: 0.0	G: -2.8	H: -13.7

COc1ccc(NC2=CC(=O)CC(C)(C)C2)cc1
  A: 9.4	B: -2.2	C: 0.1	D: 2.7	E: -8.5	F: 2.2	G: 1.2	H: 2.7

COc1ccc(S(=O)(=O)N2CCN(CC(=O)c3ccc(O)c(O)c3)CC2)cc1
  A: 1.5	B: 5.6	C: 6.6	D: -7.9	E: -6.2	F: 4.2	G: -1.2	H: 7.9

CCN(CC)S(=O)(=O)c1ccc(NC(=S)Nc2ccccc2)cc1
  A: -17.6	B: .	C: -7.2	D: .	E: .	F: .	G: -1.1	H: 9.1

CCC(=O)Nc1ccc(/C(C)=N\NS(=O)(=O)c2ccc(C)cc2)cc1
  A: .	B: 1.2	C: -0.8	D: -12.9	E: 4.4	F: -0.9	G: .	H: .

The listing, repeating the preview:
Letters – A = GSIS activator; B = PglD DTNB; C = C2C12 statin; D = PGC1a acetyl inh; E = miR-122 sensor; F = Cneo AK release; G = CFTR F508del cor; H = FN deposition inh
C[C@@H]1CN([C@@H](C)CO)C(=O)CCCn2cc(nn2)CO[C@@H]1CN(C)Cc1ccccc1C(=O)O
  A: 4.9	B: 3.6	C: -2.2	D: -4.7	E: 0.0[16.7 µM]	F: 0.0	G: -2.8	H: -13.7

COc1ccc(NC2=CC(=O)CC(C)(C)C2)cc1
  A: 9.4	B: -2.2	C: 0.1	D: 2.7	E: -8.5	F: 2.2	G: 1.2	H: 2.7

COc1ccc(S(=O)(=O)N2CCN(CC(=O)c3ccc(O)c(O)c3)CC2)cc1
  A: 1.5	B: 5.6	C: 6.6	D: -7.9	E: -6.2	F: 4.2	G: -1.2	H: 7.9

CCN(CC)S(=O)(=O)c1ccc(NC(=S)Nc2ccccc2)cc1
  A: -17.6	B: .	C: -7.2	D: .	E: .	F: .	G: -1.1	H: 9.1

CCC(=O)Nc1ccc(/C(C)=N\NS(=O)(=O)c2ccc(C)cc2)cc1
  A: .	B: 1.2	C: -0.8	D: -12.9	E: 4.4	F: -0.9	G: .	H: .

Cc1cc(C(=O)Nc2cccc3c2O[C@@H](CN(C)CC2CC2)[C@H](C)CN([C@@H](C)CO)C3=O)n(C)n1
  A: 14.4	B: -9.7	C: -10.1	D: 2.3	E: 1.0[16.7 µM]	F: -5.2	G: -2.4	H: .

C[C@H]1CN([C@@H](C)CO)C(=O)Cc2cc(NS(=O)(=O)c3cccs3)ccc2O[C@@H]1CN(C)Cc1ccc2c(c1)OCO2
  A: -4.4	B: 4.2	C: -9.7	D: 0.9	E: -2.0[16.7 µM]	F: 2.6	G: 0.4	H: .

COc1cc(OC)cc(C(=O)N2CCC(C(=O)c3ccc(F)cc3)CC2)c1
  A: .	B: -6.3	C: 2.8	D: 5.5	E: 8.1	F: 1.3	G: -1.8	H: 6.4

Cc1cc(Br)cn2c(Cc3ccsc3)c(-c3ccc(C#N)cc3)nc12
  A: .	B: 0.5	C: 2.1	D: 1.5	E: 9.9	F: -2.6	G: .	H: .

Cc1ccc(S(=O)(=O)Nc2ccc3c(c2)C(=O)N(C)[C@@H]2CC[C@H](CC(=O)O)O[C@H]2CO3)cc1
  A: 4.3	B: -0.4	C: 4.1	D: 1.3	E: 2.7[16.7 µM]	F: -4.1	G: -0.3	H: .

CCOc1cc(/C=N/NC(=O)CNc2ccc(C)cc2)ccc1OC(=O)c1ccccc1
  A: -18.6	B: -5.0	C: -3.5	D: -11.7	E: -4.3	F: 1.6	G: .	H: .

COc1cccc(-c2ccc3ncnc(NCc4cccnc4)c3c2)c1
  A: -14.5	B: -6.3	C: -13.8	D: 1.3	E: 21.1	F: 3.1	G: -2.6	H: 15.4

O=C(COc1ccc(Cl)cc1)NCc1nnc(SCC(=O)NC2CCCC2)o1
  A: 2.1	B: -1.7	C: .	D: 0.7	E: -3.7	F: -1.9	G: .	H: .

Nc1c(Cl)cc(-c2csc(NCCc3nc4cc(Cl)c(Cl)cc4n3CCCO)n2)cc1Cl
  A: .	B: 1.1	C: 15.8	D: -13.2	E: 1.5	F: -1.3	G: 1.6	H: 3.8

Cc1cc(C)c2c(N=NN(C)C)[nH]nc2n1
  A: .	B: 0.5	C: -1.0	D: 6.3	E: 3.7	F: 3.4	G: .	H: .

Cc1ccc(-c2csc(C(O)c3cccc(Cl)c3)n2)cc1C (stereo not drawn)
  A: -12.2	B: -0.5	C: -6.3	D: -13.1	E: -2.4	F: -2.7	G: -1.8	H: 6.6

O=c1c(-c2cnn(-c3ccccc3)c2)coc2cc(O)ccc12
  A: .	B: 2.7	C: 1.7	D: -4.9	E: -3.0	F: -1.8	G: .	H: .

O=C(c1ccc(C#CC2(O)CCCCC2)cc1)N1CCN(Cc2ccccc2)CC1
  A: .	B: -5.4	C: .	D: 8.9	E: -2.8	F: 0.6	G: .	H: .

COc1ccc(OC(=O)N(C)C[C@H]2OCc3ccccc3-c3ccccc3C(=O)N([C@H](C)CO)C[C@H]2C)cc1
  A: -14.3	B: -0.1	C: 18.1	D: -20.5	E: .	F: -3.5	G: -0.1	H: 3.4

O=C(Nc1nccs1)c1ccc(S(=O)(=O)c2ccccc2)cc1
  A: 6.3	B: -1.8	C: .	D: -3.9	E: 2.2	F: 4.7	G: .	H: .

COc1ccc(OC)c(NC(=O)c2ccccc2SC)c1
  A: 35.0	B: -3.3	C: -2.6	D: -8.6	E: 4.0	F: 0.0	G: .	H: .

Cc1ccc(C(C)n2cc(C(=O)NCc3cccnc3)nn2)cc1 (stereo not drawn)
  A: .	B: -1.6	C: 9.2	D: 4.1	E: 4.0	F: -2.5	G: .	H: -1.1

CCc1nc2ccc(C(=O)N3CCCC(C(N)=O)C3)cn2c1N(C)Cc1ccc(OC)cc1 (stereo not drawn)
  A: 7.7	B: -1.3	C: 8.8	D: .	E: -4.0	F: -0.4	G: -0.3	H: -9.1

Cc1cc(C)nc(NC(N)=NC2CCCCC2)n1
  A: -2.4	B: .	C: -12.2	D: 9.0	E: -0.6	F: .	G: .	H: 0.0

O=C(c1cc(-c2cccc(Cl)c2)nc2ccccc12)N1CCN(c2ccccn2)CC1
  A: -14.4	B: -3.3	C: 13.3	D: -3.4	E: -7.6	F: -5.1	G: 0.8	H: 16.8

Next part:
Letters – A = GSIS activator; B = PglD DTNB; C = C2C12 statin; D = PGC1a acetyl inh; E = miR-122 sensor; F = Cneo AK release; G = CFTR F508del cor; H = FN deposition inh
CN(C(=O)c1cccc(NC(=O)Cc2cccc(NC(=O)C3CCN(C(=O)c4ccccc4)CC3)c2)c1)C1CC1
  A: 0.8	B: -1.1	C: 23.7	D: -6.7	E: 4.0	F: 12.1	G: -0.7	H: .

C[C@H](CO)N1C[C@H](C)[C@@H](CN(C)Cc2ccccn2)Oc2ncc(C#Cc3ccccc3)cc2C1=O
  A: 1.1	B: -4.2	C: -8.0	D: -7.4	E: -5.8[16.7 µM]	F: 4.0	G: -1.1	H: .

CCOc1ccc(NC(=O)CN2CCN(Cc3c(F)cccc3F)CC2)cc1
  A: 6.4	B: -5.3	C: -11.9	D: -1.4	E: 2.0	F: 3.1	G: 5.5	H: -0.7

COc1ccc(N2C(=O)CC(N3CCC(O)(c4ccc(Cl)cc4)CC3)C2=O)cc1 (stereo not drawn)
  A: .	B: 0.2	C: 4.5	D: -0.8	E: -7.6	F: -2.3	G: .	H: .

O=C(COc1ccccc1F)NCC(c1ccc(F)cc1)N1CCOCC1 (stereo not drawn)
  A: -1.2	B: -4.1	C: -1.7	D: 1.2	E: -0.8	F: -0.3	G: -1.9	H: -0.5

O=C(Nc1ccc(F)cc1)c1cccnn1
  A: 2.2	B: -3.1	C: 6.6	D: 9.1	E: 0.8	F: 0.3	G: -0.8	H: 8.6

S=c1[nH]c(-c2ccccc2)cn1/N=C/c1ccncc1
  A: 19.8	B: -1.8	C: -15.9	D: 0.7	E: -1.7	F: -1.0	G: 2.2	H: -15.2

CO[C@@H]1CN(C)C(=O)c2cc(NC(=O)C3CCCC3)ccc2OC[C@H](C)NC[C@H]1C
  A: -9.3	B: -1.3	C: -12.6	D: .	E: -8.4[16.7 µM]	F: -1.4	G: -0.8	H: -1.8

COc1ccccc1C(=O)COC(=O)c1cc(=O)[nH]c2ccccc12
  A: 23.8	B: .	C: .	D: 18.1	E: 2.3	F: .	G: -2.6	H: 6.6

Cc1ccccc1S(=O)(=O)N1C[C@H](O)COC[C@@H]2O[C@H](CC(=O)NCc3ccccc3Cl)CC[C@H]21
  A: -3.7	B: 0.1	C: 19.6	D: -2.2	E: -5.3[16.7 µM]	F: 12.3	G: 0.2	H: 11.1

COc1ccc(-c2oc(=O)c3cc(OC)c(OC)cc3c2C#CCCCO)cc1
  A: 29.7	B: 7.7	C: -5.2	D: -32.5	E: 3.1	F: 5.9	G: 0.5	H: 20.5

CN(C)S(=O)(=O)c1ccc(S(=O)(=O)N2CCN(CCC#N)CC2)cc1
  A: -7.7	B: -0.8	C: 0.3	D: 1.1	E: -4.0	F: 1.1	G: 3.2	H: 14.4

COc1ccc(-c2cc(=O)oc3cc(OC(=O)C4CCCCC4)ccc23)cc1
  A: 15.0	B: .	C: .	D: 20.4	E: .	F: .	G: 2.4	H: 13.4

c1ccc(-c2cc(-c3nc(-c4ccccn4)no3)c3ccccc3n2)cc1
  A: .	B: 6.4	C: 12.0	D: 6.3	E: 0.6	F: -1.2	G: .	H: .

CC(C)C(NC(=O)OC(C)(C)C)C(=O)N1CCCC1C(=O)NC(Cc1ccccc1)C(N)=O (stereo not drawn)
  A: .	B: 1.2	C: .	D: .	E: 4.5	F: 3.1	G: .	H: -11.2

Cc1cc(OC(C)C(=O)N2CCN(c3ccccc3)CC2)c2c(C)c(C)c(=O)oc2c1 (stereo not drawn)
  A: -22.3	B: -2.7	C: 17.4	D: 5.1	E: 2.4	F: 1.3	G: 0.9	H: 2.4

CCCCC(=O)NNC(=O)c1c(O)c2ccccc2[nH]c1=O
  A: -3.8	B: .	C: 4.3	D: 11.1	E: 4.9	F: .	G: 0.9	H: 4.4

Cc1sc(NC(=O)C2=COCCO2)nc1-c1ccc(F)cc1
  A: -8.1	B: -0.1	C: -16.0	D: -15.0	E: 7.0	F: 1.7	G: -0.1	H: 3.2

O=S(=O)(NCCc1ccccc1)c1ccc(Br)s1
  A: 9.9	B: -0.1	C: 0.4	D: .	E: 86.6	F: 7.4	G: -0.1	H: .

COc1ccc(-n2nnc3c(SCC(=O)Nc4ccccc4F)ncnc32)cc1
  A: -0.3	B: .	C: .	D: -6.2	E: .	F: .	G: 0.2	H: 1.2

Cc1onc(-c2ccccc2)c1C(=O)N1CCN(c2ccccc2)CC1
  A: 11.9	B: -3.3	C: 6.1	D: 8.1	E: 37.0	F: 1.8	G: -1.7	H: -2.3

CCOC(=O)c1ccccc1NC(=O)CSc1nccn1C
  A: .	B: 1.9	C: .	D: -13.9	E: -3.2	F: 3.2	G: .	H: .

N#Cc1ccccc1OCC(=O)OCC(=O)Nc1ccc2c(c1)OCO2
  A: .	B: -0.7	C: 4.0	D: -3.6	E: .	F: -0.5	G: 1.7	H: 3.2
